Polio RdRp inh: poliovirus RdRp elongation inhibitors, primary screen, biochemical, fluorescence polarization, total intensity; poliovirus polymerase elongation; stronger effect = lower value; % elongation, % (compound at 16.7 µg/mL); hit rate 0.66% among 150,000; AID 588519, 2011; in the data active = % elongation below about 90%; note: some results filed as inactive read as strong as hits
Target sequence (P03300 1749-2209 limits assumed): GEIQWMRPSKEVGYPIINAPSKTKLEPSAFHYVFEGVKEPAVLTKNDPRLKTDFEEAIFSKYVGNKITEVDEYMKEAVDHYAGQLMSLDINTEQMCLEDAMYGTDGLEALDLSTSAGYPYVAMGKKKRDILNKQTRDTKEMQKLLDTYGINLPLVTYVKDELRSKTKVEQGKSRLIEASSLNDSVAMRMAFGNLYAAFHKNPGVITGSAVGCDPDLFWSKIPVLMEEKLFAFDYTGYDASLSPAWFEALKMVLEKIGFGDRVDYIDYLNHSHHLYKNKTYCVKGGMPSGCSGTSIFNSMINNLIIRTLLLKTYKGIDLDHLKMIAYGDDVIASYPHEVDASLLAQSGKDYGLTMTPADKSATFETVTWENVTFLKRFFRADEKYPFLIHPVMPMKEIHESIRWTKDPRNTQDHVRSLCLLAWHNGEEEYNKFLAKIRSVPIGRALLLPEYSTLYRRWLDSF
Polio RdRp inh FP z-score: second read-out of Polio RdRp inh, no call of its own (marks repeat the call); z-score; measured here: FP z-score; hits read low
An asterisk follows results filed as active; & = joins results of further samples. Only part of the results is shown; the hit share may differ from the screen's.

SMILES	Polio RdRp inh FP z-score	Polio RdRp inh
Cc1ccc(S(=O)(=O)NN=C(Cn2nnc3ccccc32)Cn2nnc3ccccc32)cc1	-0.2	100
COc1ccc(OCCN2CCN(C3CC(=O)N(CCC(C)C)C3=O)CC2)cc1 (stereo not given)	0.2	104
CC(C)(C)C(=O)NC1CCN(CC(=O)N(C2CCCCC2)C2CCCCC2)CC1	-0.5	100
CCC(Sc1nc2ccccc2n1CC)C(=O)O (stereo not given)	-0.2	102
Oc1ccc(-c2onc3ccc(Cl)cc23)cc1	-1.3	89
COC(=O)c1ccc(N2Cc3cccc(OC)c3Oc3ncccc32)s1	0.6	103
CN1C2CCC1CC(OC(=O)C(CO)c1ccccc1)C2 (stereo not given)	-0.3&0.1	96&100
O=C(CCN1C(=O)/C(=C\c2ccco2)SC1=S)NCCc1ccccc1	-0.6	99

Carrying on.
SMILES	Polio RdRp inh FP z-score	Polio RdRp inh
Cc1cc(C)n(CCCO)c(=O)c1C#N	0.2	102
CCOc1ccc(/C(O)=C2/C(=O)C(=O)N(CCN3CCOCC3)C23C(=O)N(C)c2ccccc23)cc1 (stereo not given)	-0.1	100
CN(C)CCNc1cnn(-c2ccccc2)c(=O)c1Cl	-0.9	98
CCOc1ccccc1NC(=O)Cn1cc(C(=O)c2cccc(OC)c2)c(=O)c2ccc(C)nc21	1.3	113
O=C(O)C1C2C=CC(O2)C1C(=O)Nc1ccc(S(=O)(=O)NCCc2ccccc2)cc1 (stereo not given)	-0.3	100
COCC(=O)Nc1cc(F)cc(F)c1	-1	99
CC1(NC(=O)CCN2c3ccccc3Sc3ccccc32)CCS(=O)(=O)C1 (stereo not given)	0.1	103
Cc1ccc(-c2nnc(Nc3ccccc3)c3ccccc23)cc1S(=O)(=O)NCc1ccccn1	0.2	105

More compounds
SMILES	Polio RdRp inh FP z-score	Polio RdRp inh
Cc1ccc(C)c(NC(=O)OCC(C)C)c1	0.9	105
C(=N\N1CCCCC1)/c1ccc2c(c1)OCO2	0.7	108
Cc1ccc2oc(C(=O)Nc3cccc(Cl)c3)cc(=O)c2c1	-1.4	100
CCN(CC)S(=O)(=O)c1ccc(Oc2ccc(Cl)cc2C)nc1	-0.2	100
CCOC(=O)c1c(NC(=O)CC)sc(C(=O)OC)c1C	0.3	102
Cc1ccc(S(=O)(=O)Nc2c(C(=O)NCc3ccco3)c3nc4ccccc4nc3n2Cc2ccco2)cc1	1.3	113
C[n+]1cc(C(=O)NCC[N+](C)(C)Cc2ccccc2)ccc1/C=N/O	0.4	103
CCOC(=O)c1cccc(NC(=O)CCCn2c(C)c3cnn(-c4ccccc4)c(=O)c3c2C)c1	-0.2	105

(cont.)
SMILES	Polio RdRp inh FP z-score	Polio RdRp inh
CCOCCCNC(=O)NC(CCC(C)C)c1c(-n2cccc2)sc2c1CCN(C)C2 (stereo not given)	-1.3	102
CCCC(=O)Nc1ccc(C(=O)NCC2CCCO2)cc1 (stereo not given)	-0.1	100
COc1cc(C2c3c(-c4ccccc4O)n[nH]c3C(=O)N2Cc2ccncc2)ccc1O (stereo not given)	0.4	108
O=C(Nc1ccncc1)OCc1ccccc1	-0.4	100
Cc1ccccc1-c1nc(CN2CCCC(C(=O)NCc3ccc(Cl)cc3)C2)c(C)o1 (stereo not given)	0.2	106
CC(C)c1ccc(N2C(=O)C3N=NN(CC(=O)Nc4ccccc4)C3C2=O)cc1 (stereo not given)	0.5	102
Cc1cc(-c2csc(N)n2)c(C)n1CC1COc2ccccc2O1 (stereo not given)	-0.6	100
CCOc1ccc(-n2c(SCC(=O)O)nc3ccccc32)cc1	-0.1	100

Next part
SMILES	Polio RdRp inh FP z-score	Polio RdRp inh
O=C1CCCCC1CNc1cccc(C(F)(F)F)c1 (stereo not given)	-1.1	99
CC(=O)NC(Nc1cc(C)ccc1C)C(=O)c1ccccc1 (stereo not given)	-0.1	100
Cc1ccc(C)c(N2CCN(C(=O)CCS(=O)(=O)c3ccc4c(c3)CC(=O)N4C)CC2)c1	0	107
NC(N)=NC(=O)c1nc(Cl)c(N)nc1N	1.1&0.8&-0.1&-0.6	104&103&99&98
O=C(O)c1ccc(CNC(=O)c2cocc2C(=O)O)o1	-2	81
O=C(Cn1c(=O)c2cccn2c2cccnc21)NCc1ccccc1F	0.6	110
CCN1C(=O)/C(=C\c2ccc(N(C)C)cc2Cl)OC1=S	-5.6	43
O=C(Cn1cnc2ccccc2c1=O)c1ccc(Cl)cc1	1	110

Remaining list, next part.
SMILES	Polio RdRp inh FP z-score	Polio RdRp inh
COc1ccc(OCc2nnc(SCC(=O)NCc3ccco3)o2)cc1	0.4	103
CCOC(=O)c1c(NC(=O)CSc2cn(CCNC(=O)c3ccc(OC)cc3)c3ccccc23)sc2c1CCCC2	-0.8	102
Cc1ccc(C)c(NC(=O)c2ccco2)c1	-0.1	103
CC1CCCC(NC(=O)C2c3ccccc3C(=O)N2CCc2ccccc2)C1C (stereo not given)	-0.8	102
CC(=O)Oc1ccccc1C(=O)Oc1ccccc1C(=O)O	-0.7	97
O=C(Nc1ccccc1)C1Cc2cc(Cl)ccc2O1 (stereo not given)	-0.5	97
COc1cc(NC(C)C(=O)N2CCCCC2)cc(OC)c1 (stereo not given)	-0.3	100
C=C(C)[C@H]1O[C@H]2CC[C@@]3(C)[C@@](O)(CC[C@H]4[C@@H]5OC(C)(C)[C@H]6C[C@@H]7C(=C)Cc8c(Cl)cc9[nH]c(c5c9c8[C@@]76O)[C@@]43C)[C@]23O[C@@H]3[C@H]1O	0.7	103

Next structures follow.
SMILES	Polio RdRp inh FP z-score	Polio RdRp inh
CCOCCCN(Cc1ccco1)C(=O)c1cc2c(s1)-c1c(C)cccc1OC2	-1.4	100
CCCN1CCC(N(C)CC(=O)OCC)CC1	0.1	101
COc1ccc(-c2nnc(SCC(=O)Oc3cc(C)ccc3C)o2)cc1	-0.7	103
Cc1cccc(-c2nn(-c3ccc(F)cc3)cc2C(=O)N2CCN(CCO)CC2)c1	0.5	105
Cc1cc(N)c(-n2cc3c(c2-c2ccc(Br)cc2)c(=O)n(C)c(=O)n3C)cc1C	0.7	109
COc1ccccc1/C=C/C(=O)O	0.1	103
O=S(=O)(NCCc1ccccc1)c1ccc(N2CCCCS2(=O)=O)cc1	0.2	107
CCCCN1C(=O)c2[nH]nc(-c3ccccc3O)c2C1c1cccc(OCc2ccccc2)c1 (stereo not given)	0.2	107

(more compounds)
SMILES	Polio RdRp inh FP z-score	Polio RdRp inh
CC1=NN(c2ccccc2)C(=O)C1=C(C)C	0.4	104
Cc1ccc(-c2csc(NC3OC(=O)c4c#cccc43)n2)cc1 (stereo not given)	-0.2	101
CC1=C/C(=N/Nc2nc3ccccc3[nH]2)CC(C)(C)C1	3.9	137
O=C(Nc1ccc(C(=O)OCc2cc(=O)n3nc(C4CC4)sc3n2)cc1)c1ccccc1	0.3	108
CCOC(=O)c1c(C)[nH]c(C)c1S(=O)(=O)N1CCN(c2cc(Cl)ccc2C)CC1	0.2	106
COc1ccccc1-c1nc(SCC(=O)c2ccc(Cl)cc2)n[nH]1	-0.6	102
COC(=O)c1c(C)[nH]c(C(=O)CSc2nnc3cc(C)c4ccccc4n23)c1C	-0.4	101
CCn1c(=O)cc(SCC(=O)N2CCC(C)CC2)c2ccccc21	1.8	103

Further results:
SMILES	Polio RdRp inh FP z-score	Polio RdRp inh
Cc1cc(C)cc(OCCSc2nc(-c3ccc(C(C)(C)C)cc3)nc3cc(=O)[nH]n23)c1	-1.5	100
O=C(NCc1ccccc1Cl)C1CCN(S(=O)(=O)Cc2ccccc2)CC1	0.5	109
Cc1nn(C)c(Cl)c1S(N)(=O)=O	0.2	103
N/N=c1\nc2[nH]n(-c3ccccc3)c(=O)c2c2n1CCC2	0.4	106
COC(=O)c1ccc(CN2c3cccc4cccc(c34)S2(=O)=O)o1	-0.1	102
COC(=O)c1sccc1S(=O)(=O)NCc1ccc(S(N)(=O)=O)cc1	0.2	102
Cc1cc(NC(=O)C(C)C)cc(-c2nc3ncccc3o2)c1O	1.3	109
COc1ccc(NC(=O)C2CCCCC2)cc1	0.7	102

Other compounds
SMILES	Polio RdRp inh FP z-score	Polio RdRp inh
Cc1ccccc1OCC(=O)NCCN1CCCC1	-0.2	101
COc1ccccc1N1CCN(C(=O)C2CCN(S(=O)(=O)c3cccc4nonc34)CC2)CC1	0.1	106
O=c1cc(-c2cc(Cl)cc3c2OCOC3)oc2ccc(F)cc12	-0.5	100
Cc1cccc(NC(=O)c2ccccn2)c1	-0.2	101
CC1(C)Cc2c(C#N)c(SCCc3ccccc3)nc(N3CCOCC3)c2CO1	0	101
Cc1ccc(S(=O)(=O)CCc2nnc(N)s2)cc1	0.1	102
C[C@@]1(O)CCOC(=O)C1	0	100
O=c1cc(O)c2sc(Nc3ccccc3)nc2[nH]1	-0.7	97

The list continues:
SMILES	Polio RdRp inh FP z-score	Polio RdRp inh
CC1CN(c2nc(N3CCCC3)nc3ccccc23)CC(C)N1 (stereo not given)	0	102
OC(COc1ccc(Nc2ccccc2)cc1)COc1ccc(Nc2ccccc2)cc1	0	103
N#Cc1ccccc1S(=O)(=O)N1CCOCC1	0.1	100
Cc1nn(Cc2ccccc2)c(Cl)c1/C=C/C(=O)OCC(=O)N1CCN(C(=O)c2ccco2)CC1	-0.7	99
O=C(Nc1cccc(F)c1)N1CCOCC1	0.3	103
Cc1oc2c(c1C(=O)Nc1ccc(OC(F)(F)F)cc1)C1=NCCN1C=N2	-0.7	103
CCCNC(=O)C1CCN(c2nn3cc(-c4ccc(OC)cc4)nc3s2)CC1	-0.8	99
O=c1ccc(S(=O)(=O)N2CCCC2)cn1Cc1nc2ccccc2s1	-0.4	102

Next part:
SMILES	Polio RdRp inh FP z-score	Polio RdRp inh
O=C1OCc2ccccc21	0.2	101
NC(N)=NS(=O)(=O)c1ccc(NC(=O)c2ccc(Cl)cc2)cc1	0.2	105
CCOC(=O)c1c(Cl)[nH]c2ccccc2c1=O	0.5	102
CC(Nc1cccc(C(=O)NC2CC2)c1)C(=O)N1CCNC1=O (stereo not given)	0.4	106
FC(F)(F)c1nc(NC2=NCCCCC2)n[nH]1	-0.1	102
CCN1/C(=C/c2sc3ccccc3[n+]2CCO)Sc2ccccc21	0.1	102
CC1CCN(S(=O)(=O)c2cc(C(=O)Nc3ccc(Br)cc3F)n(C)c2)CC1	-0.8	102
O=C(COC(=O)Cc1ccsc1)Nc1ccc(C(F)(F)F)cc1	-0.3	100

Next part
SMILES	Polio RdRp inh FP z-score	Polio RdRp inh
NC(=O)c1c(NC(=O)c2cc(-c3ccccc3)on2)sc2c1CCCC2	-1.5	90
Cc1nn2c(Br)c(C34CC5CC(CC(C5)C3)C4)nc2s1	0.7	107
O=C(CN1C(=O)c2ccccc2S1(=O)=O)c1ccc2c(c1)OCCO2	0	101
Cc1ccc2c(c1Br)C(=C(C#N)C#N)C(=O)N2	-1.9*	84*
CCN(C(=O)/C=C/c1cccs1)C1CCCCC1	0.5	103
COc1cc(OC)c(NC(=O)CCNS(=O)(=O)c2ccc3c(c2)oc(=O)n3C)cc1Cl	-0.1	104
CCc1nnc(SCC(=O)O)o1	0.9	105
CCOC(=O)c1csc(-c2sccc2Br)n1	0.9	104

At a glance, some entries already given.
SMILES	Polio RdRp inh FP z-score	Polio RdRp inh
Cc1ccc(S(=O)(=O)NN=C(Cn2nnc3ccccc32)Cn2nnc3ccccc32)cc1	-0.2	100
COc1ccc(OCCN2CCN(C3CC(=O)N(CCC(C)C)C3=O)CC2)cc1 (stereo not given)	0.2	104
CC(C)(C)C(=O)NC1CCN(CC(=O)N(C2CCCCC2)C2CCCCC2)CC1	-0.5	100
CCC(Sc1nc2ccccc2n1CC)C(=O)O (stereo not given)	-0.2	102
Oc1ccc(-c2onc3ccc(Cl)cc23)cc1	-1.3	89

(further entries)
SMILES	Polio RdRp inh FP z-score	Polio RdRp inh
CC(C)c1ccc(N2CC(O)=C(c3nc4ccccc4[nH]3)C2=N)cc1	0.1	102
CCc1ccccc1NC(=O)c1cc(S(=O)(=O)N2CCc3ccccc32)ccc1F	0.3	109
Cc1ccc(-n2c(-c3ccco3)nc3c(cnn3-c3ccccc3C)c2=O)cc1F	0.6	102
COc1cccc(CNC(=O)c2ccc(S(=O)(=O)N3CCCC3)cc2)c1	-0.4	100
O=C(Nc1ccc2oc(-c3c(F)c(F)c(F)c(F)c3F)nc2c1)c1cccs1	0.3	101
Cc1cc(OCC(=O)NCCO)cc(C)c1Cl	-0.2	99
CCCNC(=O)c1sc2nc(-c3ccccc3)cn2c1C	-2.5	97
c1ccc2c(c1)nc1n2CCN1CCNC1CCCCC1	-0.2	102

Individual results from the results shown:
`COc1cccc(CNC(=O)c2ccc(S(=O)(=O)N3CCCC3)cc2)c1` @ Polio RdRp inh FP z-score = -0.4
`c1ccc2c(c1)nc1n2CCN1CCNC1CCCCC1` @ Polio RdRp inh = 102
`CCc1ccccc1NC(=O)c1cc(S(=O)(=O)N2CCc3ccccc32)ccc1F` @ Polio RdRp inh FP z-score = 0.3

Further records follow.
SMILES	Polio RdRp inh FP z-score	Polio RdRp inh
O=C(NCCc1ccco1)c1ncoc1-c1cccs1	-0.8	99
CCc1nc2cccnc2n1-c1ccc(CC(=O)N2CCCCCC2)cc1	2.5	107
Cc1ccc(-n2nc3c(N4CCC(C(=O)N(C)Cc5ccccc5)CC4)nnc(C)c3c2C)cc1	1.2	112
O=C(c1cnn2ccccc12)N1CCC(C(O)(c2ccccc2)c2ccccc2)CC1	-0.4	100
Cc1cc(C)c2c(c1)NC(=O)CC2c1cccc(Cl)c1Cl (stereo not given)	0	101
COC(=O)c1sc(N)c(C(=O)OC)c1CN1C(=O)c2ccccc2S1(=O)=O	0.7	107
Cc1ccc(-n2ncc3c(NCCC4=CCCCC4)ncnc32)cc1C	-1	101
CCCCOc1ccc(C(=O)Nc2cc(-c3ccc(C)cc3)no2)cc1	0	107

The listing continues.
SMILES	Polio RdRp inh FP z-score	Polio RdRp inh
CC(C)Cn1cc(NC(=O)N2CCCCC2c2cccnc2)c2ccccc2c1=O (stereo not given)	0.2	103
O=C(Nc1nccs1)c1ccccc1C(=O)Nc1nccs1	0	101
CCOc1ccccc1NC(=O)CSc1ccc2nc(-c3ccccc3)cn2n1	1	111
COc1cc2c(cc1OC)C(COc1ccc(F)cc1)N(C(=O)c1ccc(Cl)cc1)CC2 (stereo not given)	0.7	103
O=C(c1ccccc1)N1CC(=O)N2CCc3ccccc3C2C1 (stereo not given)	1.1	106
